Bioassay records: PubChem, several laboratories
Thrombin inh – inhibitors of human thrombin; P00734; alpha-thrombin, Boc-VPR-AMC fluorogenic substrate cleavage; inhibition, % at 5 µM; 0.26% of 220,000 active; AID 1046;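 active means inhibition at or above 40%; inactive means inhibition below 40%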;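 further: 0% = enzyme with no compound and 100% = wells without enzyme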
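System – human alpha-thrombin · Medium – pH 7.5 Tris (50 mM) with NaCl 150 mM, Tween 20 0.05% · Compound – single-point dosing at 5 µM, 0.2% DMSO · Incubation – enzyme reaction carried out at room temperature · Technique – fluorescence of released AMC, ex 355 nm, em 460 nm · Read-out basis – % inhibition of thrombin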
Furin inh – inhibitors of human furin; P09958; purified furin, fluorogenic substrate cleavage; inhibition, % at 30 µM; 0.061% of 220,000 active; in the data active means inhibition above about 25%; further: inactives centre near -15
Rad51 HR inh – blocks human Rad51 in homologous recombination | Q06609 | hRad51 DNA strand exchange, fluorescence dequenching | inhibition, % at 10 µM | 0.085% of 200,000 active | AID 1385;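 active means inhibition above 40% at the single screening dose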;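 further: 0% = DMSO control wells and 100% = blanks with heterologous ssDNA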
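Test system: preformed human Rad51 ssDNA filaments. Compound dosing: single dose, 10 µM final compound. Incubation: filaments 15 min 37 °C, then compound 30 min. Technique: FRET fluorescence dequenching, excitation 485 nm, emission 520 nm. Read-out basis: percent inhibition from fluorescence, normalised to plate control and blank means. Benchmarks: plate controls and plate blanks.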
eIF4E-4G inh – eIF4E/eIF4G interaction inhibition in translation initiation; P63073+Q04637; inhibition, % at 21.7 µM; AID 782; 0.37% of 220,000 active; TR-FRET eIF4E-eIF4GI(517-606) binding, 2 h;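 further: 0% = full FRET control wells and 100% = background wells lacking eIF4GI fragment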
hK5 inh – inhibitors of human kallikrein 5; Q9Y337; recombinant hK5, fluorogenic AMC substrate cleavage; inhibition, % at 5 µM; 0.59% of 210,000 active;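 active means inhibition of 40% or more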;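 further: 0% = enzyme controls without compound and 100% = no-enzyme blanks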
14-3-3 Bad PPI – disrupts binding of bovine 14-3-3 zeta to phospho-Bad peptide. inhibition, % at 21.7 µM. 0.71% of 220,000 active. P63103. TR-FRET 14-3-3zeta/Dy647-pBad peptide displacement, 1 h;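 active means inhibition above about 70%, limit read from the data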;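 further: 0% = full 14-3-3 plus peptide FRET controls and 100% = background without 14-3-3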
EBV gp42 block – blocks Epstein-Barr virus glycoprotein 42 binding. Fluorescence polarization binding assay, mP read-out. inhibition, % (tested at 21.74 µM). 0.42% of 220,000 active. AID 1085; in the data active means inhibition above about 50%
NCF1 inh – blocks human p47phox regulatory protein of NADPH oxidases. inhibition, % at 24.7 µM. p47phox/p22phox peptide binding, fluorescence polarization, 2 h. P14598. 0.53% of 220,000 active;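 further: 0% = p47phox with labelled peptide and 100% = labelled peptide alone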
Cl transport mod – modulates chloride dependent transport by human KCC2; KCC2 cells, thallium flux FluoZin-2 fluorescence; B-score of Tl+ flux slope (higher = more flux/activation; lower = inhibition) at 10 µM; 2.2% of 190,000 active; AID 1456;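 active means thallium flux slope and its plate-corrected score both differing from the plate sample mean at a set confidence after two filtering rounds, in either direction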;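 further: slope of fluorescence scaled to starting intensity during 10 to 20 s after thallium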
Target sequence (Q9H2X9 whole entry, looked up): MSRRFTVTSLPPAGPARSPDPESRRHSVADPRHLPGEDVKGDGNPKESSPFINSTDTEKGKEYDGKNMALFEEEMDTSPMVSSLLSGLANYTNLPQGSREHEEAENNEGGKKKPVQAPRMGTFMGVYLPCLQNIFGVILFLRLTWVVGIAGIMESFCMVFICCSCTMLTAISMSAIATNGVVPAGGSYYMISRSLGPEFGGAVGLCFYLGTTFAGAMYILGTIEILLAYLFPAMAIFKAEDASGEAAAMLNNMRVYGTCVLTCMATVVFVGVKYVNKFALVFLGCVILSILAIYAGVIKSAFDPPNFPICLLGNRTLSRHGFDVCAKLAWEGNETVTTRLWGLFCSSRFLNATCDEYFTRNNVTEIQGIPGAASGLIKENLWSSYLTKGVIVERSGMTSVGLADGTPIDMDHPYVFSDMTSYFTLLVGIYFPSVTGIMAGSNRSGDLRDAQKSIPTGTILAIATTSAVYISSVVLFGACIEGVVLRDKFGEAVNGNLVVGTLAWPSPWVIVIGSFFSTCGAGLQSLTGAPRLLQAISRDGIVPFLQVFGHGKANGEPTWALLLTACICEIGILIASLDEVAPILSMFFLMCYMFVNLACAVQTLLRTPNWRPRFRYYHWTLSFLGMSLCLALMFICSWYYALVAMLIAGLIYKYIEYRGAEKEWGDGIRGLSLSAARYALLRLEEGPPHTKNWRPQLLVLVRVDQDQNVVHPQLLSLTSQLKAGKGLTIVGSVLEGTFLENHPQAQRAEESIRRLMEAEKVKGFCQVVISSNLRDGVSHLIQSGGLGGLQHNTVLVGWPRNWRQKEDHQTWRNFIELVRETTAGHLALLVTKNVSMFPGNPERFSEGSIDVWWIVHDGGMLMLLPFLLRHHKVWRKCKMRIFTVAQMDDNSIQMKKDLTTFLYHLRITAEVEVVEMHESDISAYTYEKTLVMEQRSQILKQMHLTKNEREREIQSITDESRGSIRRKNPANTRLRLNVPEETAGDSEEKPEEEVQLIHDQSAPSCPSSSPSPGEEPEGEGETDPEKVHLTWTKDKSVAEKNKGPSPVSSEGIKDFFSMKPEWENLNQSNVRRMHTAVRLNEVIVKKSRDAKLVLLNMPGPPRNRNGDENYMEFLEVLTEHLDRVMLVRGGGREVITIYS
Numbers without * were called inactive; x = not tested or not shown; [ ] = another dose, or the depositor's remark.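 How the source made its calls, unless noted: active means inhibition above about 30% (limit read from the data); inactive means the rest.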

SMILES	Thrombin inh	Furin inh	Rad51 HR inh	eIF4E-4G inh	hK5 inh	14-3-3 Bad PPI	EBV gp42 block	NCF1 inh	Cl transport mod
CC(C)NC1=C(Cl)C(=O)c2ccccc2C1=O	1	-19[20 µM]	11	-5[fluorescence artefact?]	5	-6[fluorescence artefact?]	-2	4	2.5
O=C1CCc2cc(S(=O)(=O)NC(C(=O)N3CCN(c4ccccn4)CC3)c3ccccc3)ccc2N1 (stereo not drawn)	17	-25	41*	3	0	-5	-14	-9	0.023
CN(C)NC(=S)Nc1ccc2nc(-c3ccccn3)c(-c3ccccn3)nc2c1	-2	-3[20 µM]	-6	-8	-27	-11	3	-4	x
CCOC(=O)c1c(CN2CCOCC2)n(-c2ccccc2)c2cc(Br)c(O)c(CN(C)C)c12	-4	-17[20 µM]	-7	11	-1	-10	-17	0	-0.41
NC(=S)N/N=C/c1ccc(/C=N/NC(N)=S)cc1	-4	-11	x	0	3	-1	-3	-4	0.87
CCCNC(=O)c1[nH]c(C)c(C(C)=O)c1C	-3	-21[20 µM]	8	1	1	-7	-17	-9	0.02
Cc1nc(SCc2ccc(O)c([N+](=O)[O-])c2)n[nH]1	6	31*	x	-4	4	-2	2	-21	0.25
Cc1ccc(NC(=O)c2ccn(C)n2)c(Br)c1	-3	-21	x	-4[fluorescence artefact?]	-7	-3[fluorescence artefact?]	-16	-14	0.018
CC(C)Sc1n[nH]c(=O)n1-c1cccc(C(F)(F)F)c1	-7	5	9	3	-4	0	-12	2	0.056
COC(=O)CCSc1cc(NCCOC(C)=O)c([N+](=O)[O-])c2nonc12	-5	12	0	-10	-11	1[fluorescence artefact?]	11	1	0.6
CC(=O)Nc1ccc(-c2nc(C)c(C(C)=O)n2O)cc1	-2	-27[20 µM]	7	1	-6	0	-14	-19	0.85
CCOc1cccc(C2c3c(oc4cc(C)c(C)cc4c3=O)C(=O)N2CCCN(C)C)c1 (stereo not drawn)	0	-8	-3	-3	-8	-5	-3	5	-0.036
COc1ccccc1NC(=O)COc1ccc(Br)cc1CNC1CCCC1	1	-18	7	1	-14	-3	-7	-4	0.9
C=CCN1C(=O)C(Cc2ccccc2)S/C1=N/N=C/c1cccs1 (stereo not drawn)	-2	-11[20 µM]	-9	3	-10	-14	-11	-11	-0.76
CC(C)=CCC(C)(C)C1OCCN1C(=O)c1ccccc1 (stereo not drawn)	-6	-18	5	0[fluorescence artefact?]	-17	-2[fluorescence artefact?]	-9	-10	x
CCC(CC)NC(=O)CO/N=C/c1ccccc1OC(F)F	-6	-10	-15	-1[fluorescence artefact?]	-9	20[fluorescence artefact?]	-13	-37	0.87
COc1ccc2cc(C)c3nnc(SCC(=O)Nc4cc(OC)c(OC)cc4C(=O)O)n3c2c1	-10	-24	6	-3	-6	1	-15	-7	1.2
Cc1sc2ncn(CC(=O)Nc3c(F)cccc3F)c(=O)c2c1S(=O)(=O)N1CCC(C)CC1	3	-15	11	5	-1	-8	-2	-12	0.67
CCCc1cnc(N2CCN(C(=O)c3c(-c4ccccc4)noc3C)CC2)nc1	-6	-9	19	2	-3	-7	-2	-17	4.4
COC(=O)c1ccccc1NC(=O)CSCC(=O)Nc1ccccc1OC	-4	-25	-4	-11	4	2	-13	-14	-1.1
O=C(N/N=C/c1ccc(O)cc1)c1ccc(COc2cc(Cl)ccc2Cl)o1	-5	-21[20 µM]	10	-9	-4	25	-34	-75	-0.6
CCC1CC(CSC(=N)N)OC1=O (stereo not drawn)	-5	-13	8	3	-1	-3	-13	-11	-1.1
O=c1[nH]c2ccc(S(=O)(=O)N3CCC(Cc4ccccc4)CC3)cc2o1	-1	-15[20 µM]	0	-2	3	15	-7	-13	-0.17
O=C(Nc1ccn(Cc2c(F)c(F)cc(F)c2F)n1)c1ccc(COc2ccccc2Cl)cc1	-4	-9[20 µM]	10	0	-6	-4	-4	-14	0.19
c1ccc(-c2nn3c(Cn4nnc5ccccc54)nnc3s2)nc1	4	-11[20 µM]	6	19	2	7	20	-4	x

A different layout for two compounds above.
SMILES: COC(=O)CCSc1cc(NCCOC(C)=O)c([N+](=O)[O-])c2nonc12
  Thrombin inh = -5 | Furin inh = 12 | Rad51 HR inh = 0 | eIF4E-4G inh = -10 | hK5 inh = -11 | 14-3-3 Bad PPI = 1[fluorescence artefact?] | EBV gp42 block = 11 | NCF1 inh = 1 | Cl transport mod = 0.6

SMILES: CC(=O)Nc1ccc(-c2nc(C)c(C(C)=O)n2O)cc1
  Thrombin inh = -2 | Furin inh = -27[20 µM] | Rad51 HR inh = 7 | eIF4E-4G inh = 1 | hK5 inh = -6 | 14-3-3 Bad PPI = 0 | EBV gp42 block = -14 | NCF1 inh = -19 | Cl transport mod = 0.85

(continued)
SMILES	Thrombin inh	Furin inh	Rad51 HR inh	eIF4E-4G inh	hK5 inh	14-3-3 Bad PPI	EBV gp42 block	NCF1 inh	Cl transport mod
CCc1nc2scc(-c3ccc(C)cc3)c2c(=O)n1N	-1	-15	x	0	-7	-8	-6	-4	-0.81
CN(C)S(=O)(=O)N1CCN(S(=O)(=O)c2ccc(F)cc2)CC1	-4	-20[20 µM]	2	x	2	x	-2	-3	-0.36
COc1ccc(C2CC(c3cccs3)=NN2c2nc(-c3ccccc3)cs2)cc1OC (stereo not drawn)	-10	-11[20 µM]	-16	4	-3	32	-16	-61	x
N#Cc1cc2cc3c(cc2nc1SCC(=O)OC1CCCCC1)OCO3	1	-15	-1	3[fluorescence artefact?]	3	-5[fluorescence artefact?]	-16	-15	-0.44
CC(=O)NNc1nc(-c2ccccc2)c2cc(Br)ccc2n1	2	-13[20 µM]	-3	0	-7	-2	1	7	x
CCOC(=O)N/N=C\c1ccc(-c2cccc(C(F)(F)F)c2)o1	0	-11	x	0	x	7	-11	-6	-0.91
CN(C(=O)COc1cc(C(F)(F)F)nn1C)c1ccccc1	4	-19	1	0	-14	-5	-14	-16	-0.7
CS(=O)(=O)N1N=C(c2ccc3nccnc3c2)CC1c1ccccc1 (stereo not drawn)	4	-24[20 µM]	9	6	-18	17	-32	-158	x
O=C(CSc1nnnn1-c1ccccc1)N1CCc2ccccc21	6	-21[20 µM]	-6	0	-19	13[fluorescence artefact?]	-36	-11	-1.3
Cn1nccc1NC(=O)Nc1ccc(Cl)cc1	-4	-17	x	3	5	5	-17	-8	0.075
O=C(Nc1ccc(F)cc1)c1cccc(NC(=O)C2C3CC4OC(=O)C2C4C3)c1 (stereo not drawn)	1	-12[20 µM]	3	-7	-15	-4	-8	-3	x
[O-]C1=N/[N+](=C/c2ccccc2Cl)CC1	-13	-9[20 µM]	-5	-2	-15	-6	5	-3	1
CCCCN1C(=O)c2ccc(C(=O)NCCN3C(=O)S/C(=C\c4cccnc4)C3=O)cc2C1=O	-3	-6	5	4[fluorescence artefact?]	-22	-4[fluorescence artefact?]	-20	0	-0.72
O=C(CN1CCN(c2ccccc2F)CC1)c1c[nH]c2ccc(F)cc12	0	-18[20 µM]	2	-6	6	-3	-19	-6	-4*
COC(=O)c1cc(-c2ccc(C)cc2)n[nH]1	-3	-24	-2	1	5	-9	-19	-1	-0.88
O=C(CSc1nnc(-c2ccco2)o1)c1ccc(F)c(F)c1	-3	-27	-4	0	12	-5	-10	1	-0.29
C=C(Br)Cn1cnc2ccccc21	1	-24	29	-1	-8	-10	-4	-3	-0.86
O=C(O)C1C2CCC(O2)C1C(=O)NCCC1=CCCCC1 (stereo not drawn)	-7	-11[20 µM]	-2	0[fluorescence artefact?]	-3	10[fluorescence artefact?]	-3	1	0.1
Cc1ccsc1C(=O)c1sccc1C	-3	-17	-21	15[fluorescence artefact?]	-9	17	-15	-5	0.43
O=C(NCc1ccncc1)c1ccc(N2CCCC2)c([N+](=O)[O-])c1	x	-12	3	-2	1	-6	3	-8	0.3
CC1CC(OC(=O)C(O)c2ccccc2)CC(C)(C)N1C (stereo not drawn)	-1	-24	-6	-17	-1	1	-21	-6	-0.17
O=C(Nc1cccc(S(=O)(=O)Nc2ccccc2Cl)c1)c1ccc(Cl)nc1	-2	-2	x	0	-6	3[fluorescence artefact?]	-11	-6	0.14
O=c1c2ccccc2nc2n1C1(CCCCC1)Cc1ccccc1-2	0	-12[20 µM]	10	-8	12	4	-2	-6	-0.24
CCCC(CCC)C(=O)Nc1c[nH]c(=O)[nH]c1=O	4	-8[20 µM]	-3	2	1	5	-11	-9	-0.38
Cc1[nH]nc2nc3c(c(OC(=O)c4ccccc4)c12)c(=O)n(C)c(=O)n3C	0	-31	x	-1[fluorescence artefact?]	-9	4[fluorescence artefact?]	-8	-7	-4

Three compounds from above, showing only Cl transport mod, EBV gp42 block and eIF4E-4G inh.
SMILES	Cl transport mod	EBV gp42 block	eIF4E-4G inh
CC(=O)Nc1ccc(-c2nc(C)c(C(C)=O)n2O)cc1	0.85	-14	1
CCOc1cccc(C2c3c(oc4cc(C)c(C)cc4c3=O)C(=O)N2CCCN(C)C)c1 (stereo not drawn)	-0.036	-3	-3
COc1ccccc1NC(=O)COc1ccc(Br)cc1CNC1CCCC1	0.9	-7	1

Profiles, looked up by structure. Screens in order: Thrombin inh, Furin inh, Rad51 HR inh, eIF4E-4G inh, hK5 inh, 14-3-3 Bad PPI, EBV gp42 block, NCF1 inh, Cl transport mod
`O=C(CSc1nnnn1-c1ccccc1)N1CCc2ccccc21` across the screens: 6, -21[20 µM], -6, 0, -19, 13[fluorescence artefact?], -36, -11, -1.3
`O=C(CSc1nnc(-c2ccco2)o1)c1ccc(F)c(F)c1` across the screens: -3, -27, -4, 0, 12, -5, -10, 1, -0.29
`O=C(O)C1C2CCC(O2)C1C(=O)NCCC1=CCCCC1` (stereo not drawn) across the screens: -7, -11[20 µM], -2, 0[fluorescence artefact?], -3, 10[fluorescence artefact?], -3, 1, 0.1
`CN(C)S(=O)(=O)N1CCN(S(=O)(=O)c2ccc(F)cc2)CC1` across the screens: -4, -20[20 µM], 2, x, 2, x, -2, -3, -0.36
`CCc1nc2scc(-c3ccc(C)cc3)c2c(=O)n1N` across the screens: -1, -15, x, 0, -7, -8, -6, -4, -0.81

Later entries.
SMILES	Thrombin inh	Furin inh	Rad51 HR inh	eIF4E-4G inh	hK5 inh	14-3-3 Bad PPI	EBV gp42 block	NCF1 inh	Cl transport mod
COc1ccc(Cc2nnc(SCC(=O)N3CCc4ccccc4C3)o2)cc1	2	-15	-9	-1	-11	9	-21	-1	-1.1
CN(C)S(=O)(=O)c1cccc(NC(=O)c2cc3c(cc2Cl)N2CCCCCC2=NS3(=O)=O)c1	2	-10	12	-3	-11	23	4	-6	-4.5*
O=C1c2ccc([N+](=O)[O-])cc2C(=O)N1CNc1ccccn1	2	-22	1	-3	-10	-15	11	-2	1.8
CC(C)C1N=C2c3ccccc3N=C(SCC(=O)c3ccc(O)c(O)c3)N2C1=O (stereo not drawn)	4	-10	-2	5[fluorescence artefact?]	-2	1[fluorescence artefact?]	-2	-18	-0.015
Cn1c(=O)c2cc(S(=O)(=O)NCCC(=O)Nc3ccc(F)cc3F)ccc2n(C)c1=O	2	-19	0	3	-1	-7	-22	-3	0.6
O=C(COc1ccc(F)c(Cl)c1)c1ccc[nH]1	-8	-34	x	-3	-23	-16	-10	-20	-0.57
